MITF inh: MITF inhibitors, primary screen, biochemical, AlphaScreen, human. actives 0.91% (n = 650,000). AlphaScreen MITF homodimerization, bead proximity signal. Microphthalmia-associated transcription factor (Homo sapiens), O75030. AID 1259374, 2018. inhibition, % at 2.6 µM; in the data active means inhibition above about 50%;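 further: 0% = vehicle wells with protein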
Target sequence (O75030 whole entry, looked up): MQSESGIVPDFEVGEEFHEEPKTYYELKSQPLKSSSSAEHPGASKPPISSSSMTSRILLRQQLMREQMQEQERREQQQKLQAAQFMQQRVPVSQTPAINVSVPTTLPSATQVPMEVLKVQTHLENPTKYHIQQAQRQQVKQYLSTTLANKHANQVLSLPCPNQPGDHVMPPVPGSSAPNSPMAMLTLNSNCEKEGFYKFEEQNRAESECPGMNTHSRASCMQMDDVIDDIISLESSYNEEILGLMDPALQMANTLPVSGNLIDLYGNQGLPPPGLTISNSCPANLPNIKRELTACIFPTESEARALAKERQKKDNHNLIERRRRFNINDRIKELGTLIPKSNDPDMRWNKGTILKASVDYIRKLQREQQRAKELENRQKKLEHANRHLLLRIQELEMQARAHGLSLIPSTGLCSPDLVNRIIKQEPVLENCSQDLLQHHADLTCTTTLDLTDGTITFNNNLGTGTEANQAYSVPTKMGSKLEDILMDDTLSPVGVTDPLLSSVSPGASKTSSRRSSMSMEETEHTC
TEAD-YAP block: TEAD-YAP interaction inhibition, primary screen, TEAD-YAP interaction inhibitor project, luminescence, HEK-TIYL cells. TEAD-Gal4/YAP UAS-luciferase luminescence. inhibition, % at 9.12 µM. actives 1.4% (n = 640,000). AID 1259422, 2018; in the data active means inhibition above about 32%;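 further: 0% = median of test compound wells and 100% = reference inhibitor wells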
GPR151 activ: activators of human GPR151, primary screen, cell-based, PathHunter beta-arrestin, luminescence; G-protein coupled receptor 151 (Homo sapiens), Q8TDV0; PathHunter beta-arrestin GPR151 cells; activation, % at 11.2 µM; actives 1% (n = 650,000); in the data active means activation above about 4.9%;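 further: 0% = median of compound wells and 100% = cells with positive control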
Target sequence (Q8TDV0 whole entry, looked up): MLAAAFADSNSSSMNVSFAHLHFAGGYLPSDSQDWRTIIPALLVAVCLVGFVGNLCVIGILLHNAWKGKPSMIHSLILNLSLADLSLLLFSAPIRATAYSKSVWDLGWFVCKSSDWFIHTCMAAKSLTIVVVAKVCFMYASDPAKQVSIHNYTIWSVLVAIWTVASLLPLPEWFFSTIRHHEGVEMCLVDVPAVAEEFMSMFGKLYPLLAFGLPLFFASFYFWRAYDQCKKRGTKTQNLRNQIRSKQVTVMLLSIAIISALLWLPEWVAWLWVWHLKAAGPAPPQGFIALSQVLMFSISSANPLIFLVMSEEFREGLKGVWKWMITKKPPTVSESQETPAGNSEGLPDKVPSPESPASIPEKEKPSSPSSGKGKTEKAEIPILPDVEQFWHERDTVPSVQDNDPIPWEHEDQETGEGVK
FBW7 activator: FBW7 E3 ligase activators, primary screen, biochemical, AlphaScreen, human. AlphaScreen FBW7–phospho-cyclin E peptide binding, activator screen. F-box/WD repeat-containing protein 7 (Homo sapiens), Q969H0. AID 1259310, 2017. actives 0.13% (n = 650,000). normalized activity (activation), % at 26.1 µM; in the data active means normalized activity above about 1.9%;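 further: purified mutant Fbw7 with reduced substrate affinity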
Active calls of the source: *.

Each structure is followed by: MITF inh	TEAD-YAP block	GPR151 activ	FBW7 activator
Cc1ncc(CN2CCCC(C(=O)Nc3ccc(-c4ccn[nH]4)cc3)C2)s1 (stereo not given)
  -12	-1	-0.8	0.0
COc1ccc(S(=O)(=O)Nc2ccc(S(=O)(=O)NCCc3ccccc3)cc2)cc1
  -6	-5	0.5	-0.1
Nc1cc(C(=O)OCC(=O)NC(=O)NCc2ccccc2)ccc1Cl
  14	3	0.8	-0.1
Cc1ccc(NC(=O)C2C3C=CC4(O3)C2C(=O)N(CCCN(C)Cc2ccccc2)C4C(=O)NC2CCCC(C)C2C)cc1Cl (stereo not given)
  5	3	0.8	-0.1
O=C1Nc2ccccc2/C1=C/c1ccc(O)c([N+](=O)[O-])c1
  6	-6	-2.8	-0.3
CCOC(=O)c1c(NC(=O)C(C)Sc2nnc(CNC(=O)c3ccco3)n2-c2ccc(Br)cc2)sc2c1CCCC2 (stereo not given)
  -7	3	0.3	-0.1
Nc1nc(Cl)nc(N(c2ccccc2)c2ccccc2)n1
  -10	-4	-0.5	-0.1
Cc1ccc(NS(=O)(=O)c2cccc3nsnc23)cc1C
  -1	-4	0.9	0.0
Cc1ccc(-c2nc(N3CCCCC3C)c3ccccc3n2)cc1 (stereo not given)
  -3	4	-1.4	0.1
CC(C)CN1CCN(Cc2cnc(N3CCCC3)s2)CC1CCO (stereo not given)
  -16	1	-1.0	0.0
CC(C)CCNC(=O)c1ccc(Cl)cc1Cl
  -6	-47	-0.7	-0.1
CCOc1c(Cl)cc(Cl)cc1CNCCNCCO
  4	6	0.7	-0.1
NC(=O)COC(=O)c1cn(-c2ccccc2)nc1-c1ccccc1
  -7	-4	0.8	-0.2
COc1ccc(Cl)cc1C1=N/C(=C\c2coc3ccccc3c2=O)C(=O)O1
  7	1	0.8	0.1
Cn1cc(S(=O)(=O)N2CCc3ccccc3C2)c(=O)n(C)c1=O
  2	6	1.0	-0.1

(further entries)
Each structure is followed by: MITF inh	TEAD-YAP block	GPR151 activ	FBW7 activator
C=CCn1c(=NC(=O)CN2C(=O)CCC2=O)sc2cccc(OCC)c21
  -8	-7	1.3	0.0
COc1ccccc1CCc1nnc(CCC(=O)NCCCc2ccccc2)o1
  -4	-7	0.3	-0.1
O=C1CC(C(=O)N2CCC(=O)N(Cc3ccccc3C(F)(F)F)CC2)c2ccccc21 (stereo not given)
  -10	-9	-0.7	-0.1
Cc1cnc(Nc2nccc3ccccc23)nc1Nc1ccc(N2CCOCC2)cc1
  3	50*	6.0*	-0.5
O=C1NCCCC1C(=O)Nc1cccc(C(F)(F)F)c1 (stereo not given)
  14	-8	1.5	-0.1
CC(C(=O)N1CCOCC1)N1C(=O)C2C3C=CC(C4CC34)C2C1=O (stereo not given)
  9	10	0.2	0.1
O=C(Oc1ccccc1P(=O)(O)O)c1ccccc1Cl
  20	7	-0.1	-0.3
CCN(CC)S(=O)(=O)c1cc(C(=O)Nc2nncs2)c(Cl)cc1Cl
  -4	-4	3.9	0.4
COCCCNC(=O)CCCCCNS(=O)(=O)c1ccc(Br)cc1
  9	-6	-0.6	-0.1
Cn1c(Cc2cccs2)nnc1SCc1ccc([N+](=O)[O-])cc1
  7	5	-0.4	0.2
CCCCN1CC2=C(C1=O)C(c1ccc(OCc3ccccc3)cc1)NC(=O)N2 (stereo not given)
  -3	-5	2.6	0.0
COc1ccccc1NC(=O)C(CCS(C)(=O)=O)NC(C)=O (stereo not given)
  -7	-6	-1.2	0.0
CCCc1nnc2sc(NC(=O)c3cc(OC)c(OC)c(OC)c3)nn12
  15	6	-0.5	0.9
CCCCOc1ccc(/C=C2\N=C(c3ccc(C)cc3)OC2=O)cc1
  11	-9	0.1	0.0
O=C(NCCOc1ccccc1)c1cnc(-c2ccccc2)s1
  6	-21	-0.2	0.1

Reprinted from the part before: 5 entries, then new ones.
Each structure is followed by: MITF inh	TEAD-YAP block	GPR151 activ	FBW7 activator
CCCCN1CC2=C(C1=O)C(c1ccc(OCc3ccccc3)cc1)NC(=O)N2 (stereo not given)
  -3	-5	2.6	0.0
COc1ccccc1NC(=O)C(CCS(C)(=O)=O)NC(C)=O (stereo not given)
  -7	-6	-1.2	0.0
CCCc1nnc2sc(NC(=O)c3cc(OC)c(OC)c(OC)c3)nn12
  15	6	-0.5	0.9
CCCCOc1ccc(/C=C2\N=C(c3ccc(C)cc3)OC2=O)cc1
  11	-9	0.1	0.0
O=C(NCCOc1ccccc1)c1cnc(-c2ccccc2)s1
  6	-21	-0.2	0.1
N#C/C(=C/c1cn(CC(=O)O)c2ccccc12)c1cccc(F)c1
  12	-9	-0.1	-0.1
Cc1cc(N2CCOCC2)nc2ccc(NC(=O)c3ccc(Br)o3)cc12
  4	12	-0.6	-0.1
O=C(Nc1ccc(Br)cn1)C1CCCN1S(=O)(=O)c1ccccc1 (stereo not given)
  8	-4	1.4	0.8
COCCn1nnnc1C(c1cc(OC)ccc1OC)N1CCN(C)CC1 (stereo not given)
  8	-4	-0.5	0.0
C[C@@H](Cn1nnn(-c2ccco2)c1=O)NC(=O)Cn1ncc2ccccc2c1=O
  -1	-13	-0.1	0.0
COCC(=O)Nc1ccc2c(c1)CCN2C(=O)C1CC1
  -4	4	0.9	0.2
O=C(COC(=O)c1ccc([N+](=O)[O-])o1)NC12CC3CC(CC(C3)C1)C2
  18	13	0.8	0.6
CC1=C(C(=O)OC(C)C)C(c2cccc(F)c2)N2C(=O)C(C)SC2=N1 (stereo not given)
  -2	1	-0.1	0.0
Cc1ccc(OCCn2c(=S)[nH]c3ccccc32)c(C(C)C)c1
  1	-3	0.6	-0.1
CCOC(=O)CCC(=O)Nc1c(C(=O)Nc2cccc(Cl)c2)oc2ccccc12
  -10	-2	-0.2	0.0
COC(CNC(=O)c1cccn2c(=O)c3ccccc3nc12)OC
  8	2	1.3	1.0
CC(c1ccccc1)N1C(=O)NC(NC(=O)c2ccccc2)(C(F)(F)F)C1=O (stereo not given)
  11	20	-0.7	-0.1
Cc1ccc(OCCN(C)C2CCN(c3cccc(NC(=O)c4cccnc4)c3)CC2)cc1
  -2	13	-0.3	-0.1
O=C(N[C@H]1C[C@H]2C(=O)N[C@@H](CO)C(=O)N2C1)c1cccnc1Oc1ccc(Cl)cc1
  9	15	-0.2	0.2
COc1ccc(-n2nc(C(=O)NCC(=O)N3CCN(Cc4ccc5c(c4)OCO5)CC3)c3ccccc3c2=O)c(OC)c1
  7	10	1.3	0.4

Other records
Each structure is followed by: MITF inh	TEAD-YAP block	GPR151 activ	FBW7 activator
CCOC(=O)C1CCCN(C(=O)c2ccc(OC(C)=O)cc2)C1 (stereo not given)
  -4	7	1.7	0.1
CCOC(=O)C1CCCN(C2CCN(c3ccc(NC(=O)C4CCCC4)cc3)CC2)C1 (stereo not given)
  8	-1	3.3	0.2
C[C@@H]1CN(C(=O)c2nc3sccn3c2CN(C)Cc2cnc3ccccn23)C[C@H](C)O1
  4	3	0.5	0.2
CC(=O)Nc1ccc(OCCOc2ccccc2C(C)=O)cc1
  -1	0	1.4	0.4
CCC1CCc2c(sc(NC(=O)c3sc4ccccc4c3Cl)c2C(=O)OC)C1 (stereo not given)
  8	5	-0.6	-0.1
CCOc1ccc(-n2c(=S)[nH]c3c(sc(=S)n3-c3ccc(C)cc3C)c2=O)cc1
  14	3	1.2	0.1
COc1ccc(C(=O)N2CCN(C(=O)Cc3ccccc3)CC2)cc1
  -8	5	-0.3	0.7
COc1cc2nc(Cl)nc(NCc3nc4ccccc4[nH]3)c2cc1OC
  6	-7	-0.2	-0.1
CN(C)S(=O)(=O)c1cccc(COC(=O)c2cccnc2Cl)c1
  -3	-5	0.5	-0.1
CCC(Sc1nc2cc3c(cc2c(=O)n1CCCC(=O)NCc1ccc(OC)cc1)OCO3)C(=O)NCc1ccco1 (stereo not given)
  -1	10	0.8	-0.1
CC1CCCC(NC(=O)Cn2c3ccccc3c3cn[nH]c(=O)c32)C1C (stereo not given)
  1	3	1.7	-0.3
COc1ccc(-n2nc(C(=O)NC3CCCCC3)c3ccccc3c2=O)c(OC)c1
  3	0	1.9	0.1
COC(=O)Cn1cc(S(=O)(=O)Nc2cccc(C(C)=O)c2)c2cc([N+](=O)[O-])ccc21
  -22	-11	0.6	0.1
COc1ccc(/C(N)=N/OC(=O)COc2ccc(Br)cc2Cl)cc1
  5	-5	-1.2	0.2
COc1ccc(NC(=O)c2ccc(N3C(=O)C4C5C=CC(C5)C4C3=O)cc2)cc1 (stereo not given)
  26	-3	1.0	1.1

Part of the list above with just FBW7 activator:
SMILES | FBW7 activator
CCOC(=O)C1CCCN(C2CCN(c3ccc(NC(=O)C4CCCC4)cc3)CC2)C1 (stereo not given) | 0.2
C[C@@H]1CN(C(=O)c2nc3sccn3c2CN(C)Cc2cnc3ccccn23)C[C@H](C)O1 | 0.2
CC(=O)Nc1ccc(OCCOc2ccccc2C(C)=O)cc1 | 0.4

Carrying on.
Each structure is followed by: MITF inh	TEAD-YAP block	GPR151 activ	FBW7 activator
Fc1cccc(CN2CCN(Cc3cccc4ccccc34)CC2)c1
  86*	-3	-0.1	0.0
CC(=O)C1=C(O)C(=O)N(CCN(C)C)C1c1ccc(Br)cc1 (stereo not given)
  11	2	0.3	-0.1
COc1ccc(C(=O)NCCc2cc3ccc(C)c(C)c3[nH]c2=O)c(OC)c1
  -7	5	1.3	-0.1
Cc1ccc(CN2CCc3nnc(C(CC(C)C)NC(=O)c4ccco4)n3CC2)cc1 (stereo not given)
  4	7	-0.3	0.1
O=C(NCCCS(=O)(=O)N1CCN(c2ncccn2)CC1)c1ccc(F)cc1
  5	8	1.2	0.3
CCOC(=O)C(=O)C(C#N)c1nnc(-c2ccccc2)s1 (stereo not given)
  41	4	-2.1	0.0
Cc1nnc(SCc2cn3cc(Cl)ccc3n2)n1C
  14	-16	1.6	0.3
CCCNC(=O)C(=O)Nc1c(C)cccc1C
  14	0	-1.2	0.6
COc1cc(OC)c(NC(=O)c2sc3nc(C)nc(N4CCOCC4)c3c2C)cc1Cl
  6	9	-0.1	-0.2
COc1ccccc1CN(C)Cc1nc(N)nc(Nc2ccccc2C)n1
  9	0	-1.3	-1.1
COc1ccccc1CNC(=O)CCCc1nc2ccccc2c(=O)[nH]1
  -3	-3	-0.7	-0.1
O=C(Nc1ccc(Cl)c([N+](=O)[O-])c1)c1ccc(Br)cc1
  -28	-17	-1.2	-0.1
O=c1[nH]c(N2CCCC2)nc2c1CN(Cc1cccnc1)CC2
  -3	0	0.0	0.1
O=C(Cn1c(-c2ccncc2)nc2ccccc21)NCc1ccco1
  12	-4	-0.1	0.5
CCOC(=O)N1CCC(NC(=O)c2ccc3nc4ccccc4c(=O)n3c2)CC1
  10	-2	0.3	0.3

Following part.
Each structure is followed by: MITF inh	TEAD-YAP block	GPR151 activ	FBW7 activator
Cc1cc(Cl)ccc1NC(=O)c1ccc(O)cc1
  -10	-44	-0.5	-0.1
OCCNCCOCCOc1cccc(Br)c1
  12	11	-0.1	0.1
COC(=O)c1c(NC(=O)c2cnn3c(C(F)(F)F)cc(-c4ccccc4)nc23)sc2c1CCCCC2
  -8	-2	1.1	0.0
COc1ccc(CCNCC(=O)Nc2ccc(C(=O)N3CCCCCC3)cc2)cc1
  3	1	-0.1	0.0
O=C(NNC(=O)c1ccc(F)cc1)c1ccc(F)cc1
  -1	-12	-1.3	0.1
O=C(NCCC1=CCCCC1)c1ccc2c(=O)n(-c3ccc(F)c(Cl)c3)c(=S)[nH]c2c1
  -4	-7	-0.8	0.2
Cc1cc(Cl)cc2sc(N(Cc3ccncc3)C(=O)c3ccc(C#N)cc3)nc12
  -3	1	-0.1	0.2
Cc1ccc(C(C(=O)NC(C)(C)C)N(Cc2cccs2)C(=O)c2csnn2)o1 (stereo not given)
  16	3	0.3	0.6
c1ccc(CNc2nc(-c3cccnc3)cs2)cc1
  9	-18	0.9	-0.1
COc1ccc(NC(=O)C2CCCN(c3nnc(N4CCCC4=O)s3)C2)c(OC)c1 (stereo not given)
  4	6	0.2	-0.2
COc1ccc(CCN2CCC(NCCc3cnc[nH]3)CC2)cc1
  2	1	1.1	0.0
COCCN1C(=O)/C(=C\c2cccs2)C(C(=O)OC)=C1C
  -7	10	0.0	-0.5
O=C(NCc1ccco1)c1ccc2c(=O)n(CCc3c[nH]c4ccccc34)c(=S)[nH]c2c1
  4	3	0.7	-0.1
